# High-throughput results deposited in PubChem BioAssay by several laboratories.
# 14-3-3 Bad PPI: disrupts binding of bovine 14-3-3 zeta to phospho-Bad peptide. P63103. TR-FRET 14-3-3zeta/Dy647-pBad peptide displacement, 1 h. inhibition, % at 21.7 µM. 220,000 compounds, 0.71% hits. AID 781;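 active = inhibition above about 70%, limit read from the data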;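 also: 0% = full 14-3-3 plus peptide FRET controls and 100% = background without 14-3-3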
# Target sequence (P63103 whole entry, looked up): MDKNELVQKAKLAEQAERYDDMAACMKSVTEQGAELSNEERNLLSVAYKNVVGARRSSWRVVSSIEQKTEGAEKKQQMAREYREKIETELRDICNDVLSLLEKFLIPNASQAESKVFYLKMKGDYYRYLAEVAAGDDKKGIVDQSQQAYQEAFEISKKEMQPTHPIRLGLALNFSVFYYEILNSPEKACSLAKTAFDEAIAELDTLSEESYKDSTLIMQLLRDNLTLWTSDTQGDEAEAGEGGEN
# FXIa inh: blocks human coagulation factor XIa protease activity | purified FXIa, Boc-Glu-Ala-Arg-AMC fluorogenic substrate | inhibition, % at 5 µM | 220,000 compounds, 0.14% hits;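 active = inhibition of at least 40%; inactive = inhibition below 40%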;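 also: fluorescence of freed AMC excited at 355 nm; 0% = enzyme without compound and 100% = no enzyme blank; many of its hits are not listed in these tables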
# FXIIa inh: blocks human coagulation factor XIIa protease activity; purified FXIIa, Boc-QGR-AMC fluorogenic substrate, 2 h; 220,000 compounds, 0.3% hits; inhibition, % at 5 µM; P00748; in the data active = inhibition above about 40%;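 also: 0% = enzyme with no compound and 100% = blank without enzyme; many of its hits are not listed in these tables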
# MDM2 E3 inh: blocks human Mdm2 ubiquitin ligase activity; Q00987; cell-based MDM2 ubiquitination luciferase reporter, 2 h; 0 = plate control, 100 = twice control, blank-subtracted; signal enhancement, % at 5 µM; 210,000 compounds, 0.11% hits; AID 1230;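 active = signal enhancement of 30% or more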;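 also: luminescence tracks abundance of the self-degrading MDM2-luciferase fusion protein; higher signal means inhibition of MDM2 E3 ligase activity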
#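 System: stable MDM2–luciferase fusion reporter cells / Input: 2000 cells seeded into each well / Schedule: 4 h settle plus 2 h compound, 37 °C / Compound: single-point 5 µM / Buffer or medium: cells held in DMEM / Benchmarks: control and blank well means / Evaluation: percent signal gain over controls, blank-subtracted / Measured by: luciferase luminescence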
# Rad51 HR inh: Rad51 (human) homologous recombination inhibition; 200,000 compounds, 0.085% hits; AID 1385; inhibition, % at 10 µM; Q06609; hRad51 DNA strand exchange, fluorescence dequenching;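 active = inhibition above 40% at the single screening dose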;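 also: 0% = DMSO control wells and 100% = blanks with heterologous ssDNA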
# Target sequence (Q06609 whole entry, looked up): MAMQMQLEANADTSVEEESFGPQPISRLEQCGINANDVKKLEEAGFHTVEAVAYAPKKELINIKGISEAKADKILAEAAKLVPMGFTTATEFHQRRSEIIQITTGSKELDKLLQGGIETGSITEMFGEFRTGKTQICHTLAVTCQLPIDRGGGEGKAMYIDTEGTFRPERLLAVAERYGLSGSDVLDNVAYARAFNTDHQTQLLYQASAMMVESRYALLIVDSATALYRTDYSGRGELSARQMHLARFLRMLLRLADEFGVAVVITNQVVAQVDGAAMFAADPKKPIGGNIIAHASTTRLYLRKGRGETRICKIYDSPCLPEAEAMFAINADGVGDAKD
#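 Test system: preformed human Rad51 ssDNA filaments; also added: Donor/quencher-labelled 47-bp dsDNA substrate; doses: 10 µM final, single point; times: 37 °C 15-min filament assembly, 30-min compound preincubation, 15-min exchange; detection: FRET fluorescence dequenching, excitation 485 nm, emission 520 nm; read-out basis: Fluorescence-based percent inhibition, control- and blank-normalised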
# eIF4E-4G inh: inhibitors of eIF4E and eIF4G interaction in translation initiation. inhibition, % at 21.7 µM. TR-FRET eIF4E-eIF4GI(517-606) binding, 2 h. P63073+Q04637. 220,000 compounds, 0.37% hits;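 active = inhibition above about 30%, limit read from the data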;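 also: 0% = full FRET control wells and 100% = background wells lacking eIF4GI fragment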
# KLK5 inh: kallikrein 5 (human) inhibition; recombinant hK5, fluorogenic AMC substrate cleavage; inhibition, % at 5 µM; 210,000 compounds, 0.59% hits; AID 873;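 active = inhibition of 40% or more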;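 also: 0% = enzyme controls without compound and 100% = no-enzyme blanks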
# Target sequence (Q9Y337 67-293 limits assumed): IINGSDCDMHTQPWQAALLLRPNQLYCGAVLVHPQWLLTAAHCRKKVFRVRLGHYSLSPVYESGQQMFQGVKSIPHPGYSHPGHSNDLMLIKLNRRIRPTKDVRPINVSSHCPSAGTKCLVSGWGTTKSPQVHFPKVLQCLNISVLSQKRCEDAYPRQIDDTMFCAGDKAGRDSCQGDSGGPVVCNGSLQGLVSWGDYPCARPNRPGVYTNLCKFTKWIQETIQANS
# p97 ATPase inh: inhibitors of human p97 ATPase; P55072; recombinant p97 ATPase, Kinase-Glo ATP luminescence, 3 h; inhibition, % at 8 µM; 220,000 compounds, 0.42% hits; AID 1481; in the data active = inhibition above about 15%;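 also: 0% = DMSO vehicle and 100% = wells lacking enzyme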
# Wee1 degr inh: inhibitors of human Wee1 degradation | P30291 | HeLa Luc-Wee1K328M stability, luciferase luminescence; 100% = proteasome inhibitor MG132 effect | reporter increase, % at 5 µM | 220,000 compounds, 1.2% hits;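 active = activation above the mean of all tested compounds plus 3 SD, set per screening run, cut at about 8.8% in these data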;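 also: cells exposed to compound for 20 h before luminescence read; 0% = DMSO alone and 100% = MG132 at 30 µM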
# The depositor's hits bear a star; / = no result given; [ ] = another dose, or the depositor's remark.
molecule	14-3-3 Bad PPI	FXIa inh	FXIIa inh	MDM2 E3 inh	Rad51 HR inh	eIF4E-4G inh	KLK5 inh	p97 ATPase inh	Wee1 degr inh
Nc1[nH]n2c(=O)cc(-c3ccccc3)nc2c1N=Nc1ccc(S(N)(=O)=O)cc1	-23.7	15.9	10.4	-2.1	18.8	-7.8	3.2	5.7	1.5
Cc1c(-c2cc(C(=O)O)c3ccccc3n2)cnn1C	-0.7	-1.4	4.3	0.5	1.9	5.4	0.7	2.5	2.0
CN(C)CCOCCOc1ccc(Cl)cc1Br	23.9	19.3	32.2	-8.5	-10.4	7.4	17.2	-3.5	-1.8
COc1cc(NC(=S)N2CCN(C(c3ccccc3)c3ccccc3)CC2)cc(OC)c1	-9.6	4.9	9.3	4.5	0.3	0.9	-11.2	-1.7	-2.9
O=c1nc(SCc2ccccc2Cl)nc(-c2ccc(Cl)cc2)[nH]1	-2.5	5.4	7.7	-2.5	18.2	-0.7	5.1	2.9	-3.5
CCC(=O)Nc1ccc(Nc2nc(Cl)nc(Nc3ccc(NC(=O)CC)cc3)n2)cc1	19.3	-7.3	4.8	-8.6	-2.7	2.8	-2.8	3.4	-0.5
O=C(O)/C=C/C(=O)N1CCN(c2ccc(F)cc2)CC1	-5.1	-7.4	0.3	-9.4	0.2	2.1	-9.1	-1.2	4.3
COc1ccc(C(=O)NCCCc2nc3ccccc3n2Cc2cc(C)ccc2C)cc1OC	0.4	7.2	11.8	/	3.6	2.9	-6.6	2.2	0.9
O=C(CN1CCN(S(=O)(=O)c2ccc(F)cc2)CC1)Nc1ccc2c(c1)OCCO2	-5.6	7.4	23.4	-7.4	9.2	-12.7	-3.2	-4.8	-1.5
COc1ccc(NS(=O)(=O)c2ccc(O)c(C(=O)OCC(=O)NC(C)C3CC4CCC3C4)c2)cc1 (stereo not drawn)	-2.0	2.3	7.6	-12.9	6.5	1.1	20.5	0.8	-2.2
CCC(C(=O)c1ccccc1)N(C(=O)c1ccccc1Cl)N1C(=O)C2C3C=CC(C3)C2C1=O (stereo not drawn)	-0.5[fluorescence artefact?]	-5.5	5.4	0.4	/	-0.2	-0.7	2.3	-1.6
CCC(CC)c1nnc(NC(=O)Oc2ccccc2)s1	2.1	29.7	42.9*	-15.7	/	5.4	2.2	-3.3	-1.7
CCc1ccc(NC2=NCC(=O)N2c2ccc3c(c2)OCCO3)cc1	9.0[fluorescence artefact?]	-0.4	5.3	-1.6	-2.6	-0.5[fluorescence artefact?]	-13.8	-0.3	3.3
COc1ccc(NC(=O)c2cn(-c3ccccc3)nc2SC)cc1	-6.3	2.2	6.8	-15.7	/	3.2	1.6	4.7	-2.3
C=C1Cn2c(nnc2-c2ccc(Cl)cc2)S1	-3.4	-2.1	5.5	-13.7	5.5	1.9	-18.0	1.2	-1.2
CCOC(=O)CSc1nc2ccccc2c(=O)n1CC1COc2ccccc2O1 (stereo not drawn)	1.6[fluorescence artefact?]	-4.6	7.2	-6.5	-5.8	7.4	-2.9	-4.6	-0.7
COc1ccc(CCNCC2C(Oc3ccc(Cl)cc3)C(=O)N2c2ccccc2C)cc1OC (stereo not drawn)	4.5	0.7	7.8	-16.9	/	5.3	/	-6.2	-2.8
CCc1c(C(=O)N/N=C/c2ccc(C)o2)csc1C	0.9[fluorescence artefact?]	25.1	30.4	/	2.0	-4.1	1.2	1.3	-1.8
Cc1noc(C)c1S(=O)(=O)Nc1ccc(C(=O)N2CCN(c3ccc(Cl)cc3)CC2)cc1	9.8	6.9	1.0	-13.3	/	0.6	-0.9	-2.3	-2.6
O=C(CCS(=O)(=O)c1ccc(Br)cc1)Nc1ccc2c(c1)OCO2	-5.9	2.6	10.7	/	-0.2	6.3	1.4	4.1	0.6
Cc1ccc(C)c(NC(=O)c2ccccc2Sc2ccc([N+](=O)[O-])cc2Cl)c1	-1.1[fluorescence artefact?]	-7.6	1.4	-7.3	3.0	0.4	-13.5	-2.8	4.0
Cc1cccc(C)c1NC(=S)/N=C/N(C)C	5.0	-1.5	6.1	-8.8	-2.8	-2.2	-4.6	1.0	0.8
COC(=O)c1ccccc1S(=O)c1snnc1C (stereo not drawn)	-13.1	-0.8	12.1	-15.7	15.4	-1.4	-6.1	0.9	0.3
CCN(CC)c1nc(Nc2ccccc2)nc(Oc2ccc(=O)n(C)n2)n1	5.2	1.1	21.0	-11.9	0.2	-9.5	-10.2	2.2	-1.4
COc1ccccc1N(C(=O)c1snc(C(N)=O)c1N)C(C(=O)NC1CCCC1)c1ccco1 (stereo not drawn)	/	-10.1	-7.0	-20.7	-3.6	/	-36.2	-4.5	0.9
C=CCNC(=S)N/N=C/c1ccc(-c2cc(Cl)ccc2Cl)o1	-6.8[fluorescence artefact?]	-0.3	4.4	-13.0	-7.9	3.4	-19.5	-1.1	-0.1
CN1CC(=O)N(CC(=O)Nc2ccc(SC(F)F)cc2)C1=O	-0.5	-1.2	5.4	4.7	9.2	4.4	1.4	6.8	-1.4
Cc1ccc2c(C(=O)CN3CCN(c4ccccc4)CC3)c(C)[nH]c2c1	-8.3	4.6	19.9	-21.4	7.0	-3.5	-7.8	-3.6	0.9
Cc1cccc(CS(=O)(=O)Cc2ccc(C(=O)O)o2)c1	8.4	0.9	13.4	0.4	-8.0	3.1	-1.7	1.6	-1.7
CC(Oc1ccccc1)C(=O)NC1CCN(Cc2ccccc2)CC1 (stereo not drawn)	1.4	-0.4	18.6	-27.3	2.0	6.2	-15.3	1.6	-0.4

# (list continues)
structure	14-3-3 Bad PPI	FXIa inh	FXIIa inh	MDM2 E3 inh	Rad51 HR inh	eIF4E-4G inh	KLK5 inh	p97 ATPase inh	Wee1 degr inh
CS(=O)(=O)CCC(C(=O)n1nnc2ccccc21)N1C(=O)c2ccccc2C1=O (stereo not drawn)	0.4	-1.2	10.4	2.1	-9.5	4.8	9.2	-3.0	-1.1
COC(=O)c1cc(N=Nc2sc(N)nc2C)cc(C(=O)OC)c1	13.7	-2.1	2.7	/	3.2	1.7	-3.1	4.3	-1.0
O=C(CSc1nc2ccsc2c(=O)n1CC1CCC(C(=O)O)CC1)c1ccc(F)cc1 (stereo not drawn)	8.8	6.5	8.6	-4.1	-5.0	2.2	2.0	-9.2	-5.2
CCOC(=O)c1ccc(Cl)c(S(=O)(=O)N2CCCC2)c1	-3.2	-6.7	0.0	-7.9	0.1	0.2	-13.0	0.9	0.7
O=C(NC(=S)Nc1cccc(Cl)c1N1CCCC1)c1ccc(-c2cccc([N+](=O)[O-])c2)o1	7.7	0.5	16.0	-12.6	-1.6	9.4[fluorescence artefact?]	5.9	3.8	0.8
Cc1ccc(S(=O)(=O)N(C)c2ccccc2C(=O)Nc2ccc3c(c2)OCCO3)cc1	-3.3	1.3	12.6	-8.4	-1.5	-6.9	2.5	3.6	-0.3
CC(C)CC(=O)Nc1ccc(N2CCN(S(C)(=O)=O)CC2)cc1	-8.1[fluorescence artefact?]	17.8	9.8	-2.0	-58.8	4.7	-4.8	2.0	1.5
CCOC(=O)C1(Cc2ccccc2C)CCCN(Cc2ccc(NC(C)=O)cc2)C1 (stereo not drawn)	4.2	-1.4	2.6	-9.7	/	0.5	/	0.8	0.9
CN1CCC(=NNC(=O)C(=O)NC(C)(C)C)CC1	-3.0[fluorescence artefact?]	2.1	19.9	-1.0	4.3	-6.0[fluorescence artefact?]	-5.4	5.1	-1.7
CC(C)(C)OC(=O)N1CCN(C(=O)Cn2cc(CCO)nn2)CC1	0.2	0.4	3.9	/	-5.9	0.9	-1.7	5.5	0.2
O=C(Nc1ccccc1N1CCOCC1)C1(c2ccc(Cl)cc2)CCC1	1.1	10.3	10.9	-6.6	1.5	4.8	2.7	-11.0	-0.1
Cc1ccccc1N1CCN(S(=O)(=O)N(C)C)CC1	-11.1	8.6	1.6	-8.5	8.0	-3.4	-5.4	0.9	-1.2
C=CCn1c(SCC(=O)c2ccc(CNC(C)=O)o2)nc2scc(C3CC3)c2c1=O	-0.7	-3.5	9.2	-12.4	-2.9	1.2	-1.3	0.9	-1.2
Cc1ccc(-c2nc3cnccn3c2Nc2ccc3c(c2)OCCO3)o1	-12.3	-4.9	-4.0	-7.2	5.3	-7.9	-25.1	8.0	-1.0
CCc1cc(/C(Cc2csc(C)n2)=N/O)c(O)cc1O	-10.5	0.9	10.5	-19.1	2.2	-4.3	7.6	1.2	3.0
Cc1cc(C)c(OCC(=O)Nc2nnc(-c3ccco3)o2)c(C)c1	-12.2	6.9	14.4	-11.7	-2.8	-2.8	6.2	-4.8	5.4
CC(=O)N1CCc2cc(S(=O)(=O)NC(C(=O)NCc3ccccc3)C(C)C)ccc21 (stereo not drawn)	1.9	0.9	4.7	11.7	0.5	-1.5	2.5	1.3	4.0

# Grouped by structure: the entries above with an aryl thioether with sulfur outside any ring
structure	14-3-3 Bad PPI	FXIa inh	FXIIa inh	MDM2 E3 inh	Rad51 HR inh	eIF4E-4G inh	KLK5 inh	p97 ATPase inh	Wee1 degr inh
O=c1nc(SCc2ccccc2Cl)nc(-c2ccc(Cl)cc2)[nH]1	-2.5	5.4	7.7	-2.5	18.2	-0.7	5.1	2.9	-3.5
COc1ccc(NC(=O)c2cn(-c3ccccc3)nc2SC)cc1	-6.3	2.2	6.8	-15.7	/	3.2	1.6	4.7	-2.3
CCOC(=O)CSc1nc2ccccc2c(=O)n1CC1COc2ccccc2O1 (stereo not drawn)	1.6[fluorescence artefact?]	-4.6	7.2	-6.5	-5.8	7.4	-2.9	-4.6	-0.7
Cc1ccc(C)c(NC(=O)c2ccccc2Sc2ccc([N+](=O)[O-])cc2Cl)c1	-1.1[fluorescence artefact?]	-7.6	1.4	-7.3	3.0	0.4	-13.5	-2.8	4.0
CN1CC(=O)N(CC(=O)Nc2ccc(SC(F)F)cc2)C1=O	-0.5	-1.2	5.4	4.7	9.2	4.4	1.4	6.8	-1.4
O=C(CSc1nc2ccsc2c(=O)n1CC1CCC(C(=O)O)CC1)c1ccc(F)cc1 (stereo not drawn)	8.8	6.5	8.6	-4.1	-5.0	2.2	2.0	-9.2	-5.2
C=CCn1c(SCC(=O)c2ccc(CNC(C)=O)o2)nc2scc(C3CC3)c2c1=O	-0.7	-3.5	9.2	-12.4	-2.9	1.2	-1.3	0.9	-1.2
